S100A4 MyoIIA: inhibitors of human S100A4 binding to myosin IIA peptide; inhibition, % at 10.7 µM; 0.14% of 360,000 active; AID 652163; P26447; S100A4/TAMRA-MyoIIA peptide fluorescence polarization;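 active means mean inhibition of at least 70% across replicates, with every replicate also reaching that level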
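Test system: S100A4 monomer protein. Medium: HEPES buffer with Ca2+, pH 7.2. Reagent: fluorescent myosin IIA peptide, 5 nM. Compound dosing: single-point compound testing. Timing: 5 min between mix addition and reading. Benchmarks: DMSO neutral and TFP positive wells.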
E-selectin induc: E-selectin induction on HUVECs; P16581; HUVEC E-selectin immunofluorescence imaging; normalized: neutral wells 0, TNF-alpha wells 100; activation, % at 7.58 µM; 0.37% of 260,000 active; AID 686992;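 active means mean E-selectin-positive cell signal at least 10% of the positive control, reached in at least 60% of replicates, without over 20% cell loss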;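 further: in these data hits start at about 27%; measured in HUVEC primary endothelial cells; signal is the percent of cells scored E-selectin positive by PE staining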
Target sequence (P16581 whole entry, looked up): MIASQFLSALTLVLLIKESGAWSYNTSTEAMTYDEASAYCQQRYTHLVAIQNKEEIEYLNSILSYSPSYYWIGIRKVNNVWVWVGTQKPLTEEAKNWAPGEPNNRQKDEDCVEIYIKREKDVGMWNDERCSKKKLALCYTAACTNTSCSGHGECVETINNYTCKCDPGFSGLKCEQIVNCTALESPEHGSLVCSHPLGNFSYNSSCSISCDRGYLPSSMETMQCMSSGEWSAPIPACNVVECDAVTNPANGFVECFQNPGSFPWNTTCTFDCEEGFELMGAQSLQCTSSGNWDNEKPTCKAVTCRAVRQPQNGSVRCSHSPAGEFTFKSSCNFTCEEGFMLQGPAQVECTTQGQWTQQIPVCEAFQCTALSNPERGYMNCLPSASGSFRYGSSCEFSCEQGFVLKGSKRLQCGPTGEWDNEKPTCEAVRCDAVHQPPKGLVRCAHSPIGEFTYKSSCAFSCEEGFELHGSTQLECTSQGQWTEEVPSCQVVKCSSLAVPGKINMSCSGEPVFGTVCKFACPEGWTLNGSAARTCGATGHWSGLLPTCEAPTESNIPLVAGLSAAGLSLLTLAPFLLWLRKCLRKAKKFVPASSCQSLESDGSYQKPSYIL
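System: HUVEC, human umbilical vein endothelial cells; quantity: 3,000 cells/well; buffer or medium: EGM-2 medium, gelatin-coated wells; dosing: single-point compound dose; detection: immunofluorescence imaging; evaluation: % PE-positive cells; benchmarks: TNF-alpha, DMSO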
esBAF inh: blocks esBAF chromatin remodeling in mouse ES cells; Bmi1-luciferase knock-in reporter, 24 h; 100% = twice the neutral-well signal; reporter increase, % at 12.5 µM; 2% of 350,000 active; AID 602393; in the data active means activation above about 40%;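 further: 0% = median of the plate's neutral control wells and 100% = double that signal; a rise in the Bmi1 reporter signal indicates esBAF inhibition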
ERp5 block: inhibitors of human ERp5; Q15084; ERp5 insulin aggregation, absorbance 650 nm, 90 min; inhibition, % at 9.99 µM; 0.05% of 350,000 active; AID 651711;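 active means mean replicate inhibition above about 25%, with every replicate also reaching it, limit read from the data, passing the limit was not always enough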
RAD52 anneal inh: inhibitors of human RAD52 DNA annealing. P43351. recombinant RAD52 DNA annealing, FRET fluorescence. inhibition, % at 18.7 µM. 0.46% of 360,000 active. AID 651710;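 active means every replicate showing at least 50% inhibition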
Target sequence (P43351 whole entry, looked up): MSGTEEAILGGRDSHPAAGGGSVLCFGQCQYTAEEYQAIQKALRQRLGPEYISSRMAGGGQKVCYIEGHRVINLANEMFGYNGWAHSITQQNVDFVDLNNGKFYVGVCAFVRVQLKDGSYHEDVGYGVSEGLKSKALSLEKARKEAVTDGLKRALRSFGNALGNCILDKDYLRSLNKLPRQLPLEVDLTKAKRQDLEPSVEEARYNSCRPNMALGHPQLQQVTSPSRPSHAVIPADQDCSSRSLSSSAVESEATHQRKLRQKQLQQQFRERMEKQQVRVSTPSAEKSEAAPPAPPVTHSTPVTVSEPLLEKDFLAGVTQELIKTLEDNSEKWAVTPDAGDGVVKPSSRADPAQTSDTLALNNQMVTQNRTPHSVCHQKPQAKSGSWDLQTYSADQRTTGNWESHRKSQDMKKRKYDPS
RAD54 branch: blocks human RAD54 Holliday junction branch migration | FAM/BHQ fluorescence | inhibition, % at 10.4 µM | 0.14% of 360,000 active | AID 602329;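 active means mean normalized replicate activity at least 40 and at least half of replicates scoring 40 or more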;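 further: 0% = median of neutral control wells and 100% = median of positive control wells; inhibitors cause a drop in the FAM fluorescence signal; in these data hits start at about 50%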
ERAP1 HTS inh: inhibitors of human ERAP1 aminopeptidase | Q9NZ08 | recombinant ERAP1, Leu-AMC fluorescence, 60 min | inhibition, % at 10.7 µM | 0.15% of 340,000 active | AID 652197;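 active means mean replicate inhibition of at least 30%, or all replicates individually reaching that 30% level; inactive means mean below 30% and not every replicate reaching it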;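 further: 0% = neutral control wells and 100% = L-leucinethiol positive control wells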
XiGFP reactiv: reactivates the inactive X chromosome in mouse fibroblasts; XiGFP mouse fibroblasts, % GFP-positive cells imaging, 3 d; cells co-treated with 5-aza-dC sensitizer; scaled so ellipticine positive control = 100%; activation, % at 7.58 µM; 0.055% of 360,000 active;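 active means mean normalized replicate activation at least 10% and every replicate at or above 10%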;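 further: 0% = median of on-plate neutral control wells and 100% = ellipticine 6 µM median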
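Assay system: SV40-immortalized XiGFP fibroblast cells, line 68-5-11; buffer or medium: DMEM plus 5-aza-dC sensitizer; compound: one concentration, pinned; timing: compounds 3 days, fix/stain 15 min at room temperature; benchmarks: positive control ellipticine, 6 µM final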
* hit, by the source's call; nt = no result given; & = joins results of further samples.

entry	Molecule	S100A4 MyoIIA	E-selectin induc	esBAF inh	ERp5 block	RAD52 anneal inh	RAD54 branch	ERAP1 HTS inh	XiGFP reactiv
1	COc1ccccc1CNC(=O)CC(C)c1ccccc1 (centres undefined)	-7	0.1	2	-1	-17	-12	nt	0.4
2	Nc1nc(SCC(=O)Nc2cccc(F)c2)n[nH]1	-5	-1.4	1	5	-8	0	0	0.0
3	Cc1ccc(C2=NN(C(=O)c3ccccc3F)C(c3ccccc3F)C2)cc1 (centres undefined)	-8	0.3	3	2	-17	14	0	0.0
4	Cc1ccc(S(=O)(=O)N2CN(Cc3ccco3)c3nc4ccccc4nc32)cc1C	10	nt	15	-3	-140	-8	0	nt
5	N#C/C(=C\c1ccccc1)C(=O)Nc1nncs1	-11	0.2	nt	9	-58	nt	-1	0.8
6	O=C(c1ccc(CS(=O)(=O)c2ccc(Br)cc2)o1)N1CCN(c2ccc(F)cc2)CC1	-38	nt	1	3	-13	-7	-2	0.0
7	COC(=O)c1cccc(NC(=S)NCc2ccc(F)cc2)c1	-5	nt	nt	-1	-29	nt	0	0.0
8	COc1ccccc1OCCn1c(=S)[nH]c2ccccc21	0	0.1	3	3	-6	7	1	0.0
9	CCN1C(=O)[C@H]2[C@@H](c3ccc(C)cc3)N3C(=O)N(c4ccccc4)C(=O)[C@@]3(C)[C@H]2C1=O	-1	0.1	-1	7	-19	-1	-3	-0.7
10	O=C(Cn1cc(C(F)(F)F)cc(Cl)c1=O)Nc1cc(Cl)cc(Cl)c1	-5	nt	nt	-1	-27	nt	0	0.5

(more compounds)
entry	Molecule	S100A4 MyoIIA	E-selectin induc	esBAF inh	ERp5 block	RAD52 anneal inh	RAD54 branch	ERAP1 HTS inh	XiGFP reactiv
11	CC(C)C(=O)Nc1ccc2c(c1)C(=O)N(C)[C@H]1CC[C@H](CC(=O)NCc3ccccc3F)O[C@@H]1CO2	nt	0.1	4	nt	nt	-8	nt	0.4
12	CN1OC[C@@H]2CN(Cc3ccc(Cl)cc3)[C@H](c3ccc(-n4ccnc4)cc3)C[C@@H]21	1	0.0	9	-4	-14	-2	-5	nt
13	COc1ccccc1NC(=S)NC(NC(=O)C(C)C)C(Cl)(Cl)Cl (centres undefined)	-4	nt	nt	-1	-17	nt	2	0.2
14	O=c1c(Cl)c(Cl)cnn1-c1ccccc1	2	nt	nt	-29	-1	nt	-1	1.2
15	COc1cccc(C(=O)NCCS(=O)(=O)N(C)Cc2ccccc2)c1	3	0.2	-3	-1	-12	13	-7	-0.1
16	CC(C)(C)NC(=S)NCc1ccncc1	-2	-7.6	nt	2	-2	nt	0	0.1
17	O=C1C2C3c4ccccc4C(c4ccccc43)C2C(=O)N1Cc1ccccn1 (centres undefined)	1	4.8	-2	-3	-41	-2	3	-0.3
18	CO[C@H](C(=O)N(C)C[C@H]1OCc2ccccc2-c2c(n(C)c3ccccc23)C(=O)N([C@H](C)CO)C[C@H]1C)c1ccccc1	7	-0.9	2	-1	13	11	1	1.3
19	C[C@H](CO)N1C[C@H](C)[C@H](CN(C)S(=O)(=O)c2cccs2)OCCCC[C@H](C)Oc2ccc(NC(=O)NC3CCCCC3)cc2C1=O	nt	-0.1	16	nt	nt	-3	nt	0.0
20	CC(C)CC#Cc1cnc2c(c1)C(=O)N([C@@H](C)CO)C[C@@H](C)[C@H](CN(C)C(=O)Nc1cccc(F)c1)O2	0	0.0	6	0	-3	0	1	1.0

Further structures
entry	Molecule	S100A4 MyoIIA	E-selectin induc	esBAF inh	ERp5 block	RAD52 anneal inh	RAD54 branch	ERAP1 HTS inh	XiGFP reactiv
21	Cc1cc2nc(NC(=O)C3(C)CCN3C(=O)C(C)C)[nH]c2cc1C (centres undefined)	-5	0.0	25	-12	-3	5	-4	0.0
22	Cc1ccc(-c2cc(=O)c3ccc(F)cc3[nH]2)cc1	3	0.2	47*	-3	-19	1	-7	-0.1
23	Cc1noc(C)c1NC(=O)NCC[C@@H]1CC[C@H](NC(=O)Nc2cccc(F)c2)[C@H](CO)O1	3	-0.2	2	1	-9	-10	0	-0.2
24	Cc1sc(N/N=C/c2cccs2)nc1-c1ccccc1	0	0.3	nt	3	-26	nt	-1	0.2
25	CCN(C(=O)CCNC(=O)Cn1cnc2ccccc2c1=O)c1cccc(Cl)c1	-8	nt	-2	3	-14	4	-2	0.1
26	CCC(=O)N(CC)c1nc(-c2cc(OC)ccc2OC)cs1	-3	nt	3	-2	-9	2	5	nt
27	COc1ccc(S(=O)(=O)Nc2ccc3c(c2)C(=O)N([C@@H](C)CO)C[C@H](C)[C@H](CN(C)C(=O)NC(C)C)OCCCC[C@@H](C)O3)cc1	8	0.6	-3	1	11	-5	-2	0.1
28	COc1ccc(S(=O)(=O)Nc2ccc3c(c2)CC(=O)N([C@@H](C)CO)C[C@H](C)[C@@H](CN(C)Cc2ccc(C(F)(F)F)cc2)O3)cc1	11	-0.1	11	-5	14	8	0	-0.7
29	O=C(C1CCCC1)N1[C@@H](CO)[C@@H]2c3ccccc3N(S(=O)(=O)c3ccccc3)C[C@@H]21	-9	-0.1	-5	-1	2	-8	0	0.2
30	COc1ccc(NC(=O)CN(C)C(=O)c2c(C)nn(Cc3ccccc3)c2C)cc1	10	nt	nt	5	3	1	0	0.0

(next part)
entry	Molecule	S100A4 MyoIIA	E-selectin induc	esBAF inh	ERp5 block	RAD52 anneal inh	RAD54 branch	ERAP1 HTS inh	XiGFP reactiv
31	Cc1ccc(-n2nc(C)cc2N)c(C)c1	-2	nt	1	2	-6	7	-2	0.0
32	CN(C(=O)COC(=O)c1c[nH]c2ccccc12)c1ccccc1	18	0.5	10	1	2	3	10	0.1
33	CCc1cc2c(SCC(=O)NC(=O)c3cccn3C)ncnc2s1	-4	nt	nt	6	-14	nt	3	0.0
34	O=C(NCc1ccccc1)[C@@H]1[C@@H](CO)[C@@H]2Cn3c(ccc(/C=C/c4ccccc4)c3=O)[C@H]1N2CC1CC1	-10	-0.3	nt	14	4	nt	-91	0.7
35	O=C1N/C(=C\c2ccsc2)C(=O)N1Cc1ccc(F)cc1	7	nt	nt	2	-12	6	0	-0.1
36	CC1(C)CC(=O)C2=C(C1)Nc1ccccc1NC2c1nc2ccccc2[nH]1 (centres undefined)	4	0.2	30	-3	-10	0	1	0.4
37	O=C(Nc1cccc(NC(=O)c2ccccc2)n1)c1ccccc1	-1	1.0	-1	-5	-2	8	1	0.1
38	C[C@H]1COC(=O)[C@@H](Cc2ccc(F)cc2)CC/C=C/C[C@H](CC(=O)N(CCO)Cc2ccccc2)C(=O)N1	-8	-0.2	4	6	-10	1	nt	-0.2
39	COc1cccc(CNC(=O)Cc2ccc(-n3c(=O)[nH]c4ccccc4c3=O)cc2)c1	-3	nt	nt	6	-6	-6	-4	0.0
40	CC(=O)Nc1ccc(NC(=O)COc2cc(O)c3c(c2)OC(C)(C)CC3=O)cc1	-1	nt	0	4	-2	-4	1	nt

Continued.
entry	Molecule	S100A4 MyoIIA	E-selectin induc	esBAF inh	ERp5 block	RAD52 anneal inh	RAD54 branch	ERAP1 HTS inh	XiGFP reactiv
41	Cc1cccc(NC(=O)CN(CC2CCCO2)C(=O)c2oc3ccc(F)cc3c2C)c1C (centres undefined)	-2	4.4	12	1	-28	1	0	0.2
42	COC(=O)C[C@H]1c2cc(C(F)(F)F)ccc2S(=O)(=O)N1Cc1ccccc1OC	3	-0.2	-9	7	-25	-19	1	3.5
43	O=C1c2ccccc2C(c2nnnn2Cc2ccccc2)N1Cc1ccco1 (centres undefined)	-5	0.9	nt	1	-28	nt	nt	0.1
44	Cc1cccc(NC(=O)C23CCC(C)(C(=O)O2)C3(C)C)c1 (centres undefined)	-4	nt	nt	7	-7	nt	-7	0.2
45	CCOC(=O)C1(Cc2cccc(F)c2)CCN(Cc2cn(CC)nc2C)CC1	-1	nt	nt	1	-5	nt	-1	0.0
46	COc1ccccc1-c1ccc([C@@H]2C[C@H]3[C@H](CON3C)CN2C(=O)c2ccc(-c3ccccc3)cc2)cc1	-1	0.9	7	2	-11	-1	8	0.0
47	CC(=O)Nc1cccc(S(C)(=O)=O)c1	-13	nt	nt	0	-8	8	-2	0.0
48	CC(C)(C)c1ccccc1OCCN1CCCC1	-1	nt	-5	9	-14	9	-6	nt
49	COC(=O)CC1=C(C(=O)OC)[C@@H](c2ccccc2[N+](=O)[O-])C(C#N)=C(N)O1	-1	4.5	-7	2	-9	7	4	0.0
50	CC(C)NC(=O)N(C)C[C@@H]1Oc2ccc(NC(=O)CCC(F)(F)F)cc2CC(=O)N([C@H](C)CO)C[C@@H]1C	1	11	0	-3	-10	-27	1	0.0

Going on with the list:
entry	Molecule	S100A4 MyoIIA	E-selectin induc	esBAF inh	ERp5 block	RAD52 anneal inh	RAD54 branch	ERAP1 HTS inh	XiGFP reactiv
51	C[C@H](NC(=O)C[C@H]1C[C@@H]2c3cc(NC(=O)CN(C)C)ccc3O[C@@H]2[C@@H](CO)O1)c1ccccc1	0	-0.4	-2	0	0	3	-1	0.0
52	COc1ccc(S(=O)(=O)Nc2ccc3c(c2)C(=O)N([C@@H](C)CO)C[C@H](C)[C@@H](CN(C)S(=O)(=O)c2cn(C)cn2)O3)cc1	-4	-0.6	2	0	-5	2	2	-0.1
53	CC(C)CN(C(=O)CCC(=O)OCC(=O)NCCc1ccccc1)c1c(N)n(CC(C)C)c(=O)[nH]c1=O	-2	1.5	8	1	-5	4	14	-0.1
54	CCCNC(=O)N[C@H]1CC[C@@H](CC(=O)NC2CCC2)O[C@H]1CO	-5	-0.2	-1	3	-10	-5	-2	0.0
55	C[C@@H]1CCCCO[C@@H](CN(C)S(=O)(=O)c2ccc(Cl)cc2)[C@@H](C)CN([C@H](C)CO)C(=O)c2cc(NC(=O)C3CCCCC3)ccc2O1	1	-0.2	4	0	17	-3	-1	0.6
56	C[C@H]1CN([C@@H](C)CO)C(=O)CCCn2cc(nn2)CO[C@@H]1CN(C)C(=O)Nc1ccc(C(C)(C)C)cc1	2&-2	0.2	5&4	0&-2	7&13	-8&0	-1&-1	0.0&-0.1
57	CCOc1ccc(CNC(=O)CCCc2cn(C)c3ccccc23)cc1	2	0.0	3	0	-7	-5	0	0.2
58	CCOC(=O)N1CCN(C(=O)c2cc(COc3ccc(Cl)cc3OC)on2)CC1	-9	-0.1	2	2	-12	5	-2	0.0
59	C[C@@H]1CCCCO[C@H](CN(C)C)[C@@H](C)CN([C@H](C)CO)C(=O)c2cc(NS(=O)(=O)c3ccccc3)ccc2O1	-1	0.8	-3	8	-15	8	0	0.1
60	CSc1ccc(/C=C/C(=O)OCC(=O)NCC2CCCO2)cc1 (centres undefined)	6	-0.3	-10	4	-5	-1	1	0.0

Compound activity from PubChem.
